Assay outcomes: PubChem BioAssay, Center for Chemical Genomics, University of Michigan
Dicer inh: human Dicer pre-microRNA cleavage inhibition | Q9UPY3 | cat-ELCCA pre-miR-21 Dicer processing, chemiluminescence; active compounds read high | z-score at 25 µM | actives 6% (n = 47,000) | AID 1347074; in the data active means z-score above about 3, passing the limit was not always enough;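 further: plate controls were vehicle for no effect and no enzyme for full effect; higher signal means more uncleaved substrate so more Dicer inhibition; strong numbers were not always called active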
Target sequence (Q9UPY3 whole entry, looked up): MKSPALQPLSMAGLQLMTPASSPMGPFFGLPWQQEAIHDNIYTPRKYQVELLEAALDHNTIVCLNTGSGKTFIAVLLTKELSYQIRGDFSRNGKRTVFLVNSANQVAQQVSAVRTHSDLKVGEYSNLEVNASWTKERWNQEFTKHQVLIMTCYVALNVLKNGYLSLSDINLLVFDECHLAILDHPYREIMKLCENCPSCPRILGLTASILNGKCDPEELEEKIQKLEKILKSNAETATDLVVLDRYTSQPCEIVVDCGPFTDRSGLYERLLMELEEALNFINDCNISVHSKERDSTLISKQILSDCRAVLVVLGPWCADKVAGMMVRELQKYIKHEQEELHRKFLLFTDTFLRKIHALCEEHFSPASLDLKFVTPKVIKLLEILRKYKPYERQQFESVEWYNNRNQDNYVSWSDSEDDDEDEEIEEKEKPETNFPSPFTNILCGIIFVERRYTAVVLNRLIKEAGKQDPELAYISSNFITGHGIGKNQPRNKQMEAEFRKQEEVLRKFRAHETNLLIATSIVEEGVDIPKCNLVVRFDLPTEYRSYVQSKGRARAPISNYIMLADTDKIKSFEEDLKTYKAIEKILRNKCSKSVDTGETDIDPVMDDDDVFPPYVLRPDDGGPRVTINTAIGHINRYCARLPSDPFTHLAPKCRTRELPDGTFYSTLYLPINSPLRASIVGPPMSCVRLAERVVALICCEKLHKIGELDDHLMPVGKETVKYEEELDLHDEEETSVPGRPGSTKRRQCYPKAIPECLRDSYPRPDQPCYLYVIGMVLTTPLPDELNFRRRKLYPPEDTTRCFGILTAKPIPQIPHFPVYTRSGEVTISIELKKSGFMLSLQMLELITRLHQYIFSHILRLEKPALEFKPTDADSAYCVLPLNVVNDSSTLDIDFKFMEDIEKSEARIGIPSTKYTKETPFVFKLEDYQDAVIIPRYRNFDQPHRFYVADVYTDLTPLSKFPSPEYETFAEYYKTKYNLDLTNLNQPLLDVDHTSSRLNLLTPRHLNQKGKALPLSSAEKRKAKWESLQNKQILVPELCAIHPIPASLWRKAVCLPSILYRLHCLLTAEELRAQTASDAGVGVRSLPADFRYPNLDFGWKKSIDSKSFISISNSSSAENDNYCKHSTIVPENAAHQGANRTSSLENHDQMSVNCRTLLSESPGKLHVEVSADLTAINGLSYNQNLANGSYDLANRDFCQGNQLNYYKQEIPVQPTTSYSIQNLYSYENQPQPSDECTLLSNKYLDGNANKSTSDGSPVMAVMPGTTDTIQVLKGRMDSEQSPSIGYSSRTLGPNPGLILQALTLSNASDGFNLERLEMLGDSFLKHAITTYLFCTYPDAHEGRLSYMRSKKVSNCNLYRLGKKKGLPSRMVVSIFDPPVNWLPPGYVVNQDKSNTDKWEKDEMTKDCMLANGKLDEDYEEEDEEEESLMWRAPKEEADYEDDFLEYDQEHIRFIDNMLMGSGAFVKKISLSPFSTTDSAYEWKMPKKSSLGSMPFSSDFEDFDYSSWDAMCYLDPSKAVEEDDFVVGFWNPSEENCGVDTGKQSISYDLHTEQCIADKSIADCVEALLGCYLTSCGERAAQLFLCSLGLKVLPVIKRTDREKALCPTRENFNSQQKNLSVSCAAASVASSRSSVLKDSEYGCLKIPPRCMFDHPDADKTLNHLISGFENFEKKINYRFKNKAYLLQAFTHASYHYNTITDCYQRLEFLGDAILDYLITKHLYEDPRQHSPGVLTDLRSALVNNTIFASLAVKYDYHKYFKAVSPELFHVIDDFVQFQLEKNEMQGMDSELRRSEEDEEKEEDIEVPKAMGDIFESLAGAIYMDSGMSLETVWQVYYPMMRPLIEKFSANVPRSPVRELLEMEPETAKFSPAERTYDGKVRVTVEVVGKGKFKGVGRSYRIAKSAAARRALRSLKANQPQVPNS
* hit, by the source's call; & = joins results of further samples. This is a subset; rates above refer to the full screens.

SMILES | Dicer inh
Cn1c(Sc2ncc(C#N)c(N)n2)nnc1-c1ccncc1 | 1.49
O=C(O)c1cc(-c2ccccn2)nc2ccccc12 | -0.85
COCCOC(=O)C1=C(C)Nc2nc3ccccc3n2C1c1ccc(F)cc1 (stereo not drawn) | -0.77
COC(=O)CSc1nnc(-c2ccc(N(C)C)cc2)o1 | -1.25
CCCN1C(=O)C(O)(CC(=O)c2ccc(OCC)cc2)c2cc(Br)ccc21 (stereo not drawn) | 0.91
CSc1ccc(-c2ncnn2-c2cccc(Cl)c2C)cc1 | 1.64
O=C(c1cccs1)N1CCCCC1c1ccccn1 (stereo not drawn) | -1.21
COC(=O)c1cn(C(=O)c2cnn3c(C(F)F)cc(-c4ccc(OC)cc4)nc23)c2ccccc12 | 1.19
COC(=O)c1c(C)oc2cc(Br)c(OCc3ccccc3)cc12 | 2.38
CCOC(=O)c1cnc(N2CCN(c3ncc(C(=O)OCC)c(C(F)(F)F)n3)CC2)nc1C(F)(F)F | -1.1
COC(CNC(=S)Nc1cc(Cl)c(Cl)cc1Cl)OC | -0.66
O=c1cc(O)c2cc([N+](=O)[O-])ccc2n1CCc1ccccc1 | 2.07
Cn1c(=O)c(Cc2ccccc2)c(OS(=O)(=O)c2ccccc2)c2ccccc21 | 1.81
CC1(C)Cc2nc3sc(C(=O)NCCCO)c(N)c3cc2CO1 | -0.95
COC(=O)c1sc(=S)sc1C(=O)OC | 3.8*
O=C(NC(=O)c1ccc(C(F)(F)F)cc1)Nc1ccc(-c2cnco2)cc1 | 0.84
O=C(Nc1ccc(Cl)cc1)c1cnc(NC2CCCCC2)cc1C(F)(F)F | 0.47
O=c1[nH]c(-c2ccccc2)c(-c2ccccc2)nc1[N+](=O)[O-] | -0.43
CCOc1ccc(S(=O)(=O)N2CCCN(S(=O)(=O)c3ccc(OCC)cc3)CC2)cc1 | 0.4
COc1ccc(-c2nn(CCC#N)c(=O)[nH]2)cc1 | 0.66
COc1ccc(-c2cc(-c3ccccc3)nc(NS(=O)(=O)c3ccc(N)cc3)n2)cc1 | -0.09
O=C(NC(=S)SCc1ccccc1)c1ccc(C(F)(F)F)cc1 | -0.15
Cc1nn(C)c(C)c1CN(C)C(=O)c1cc2nc(-c3ccc(Cl)cc3)cc(C(F)(F)F)n2n1 | 0.31
O=C(CSc1ncn[nH]1)c1ccc(O)cc1O | -0.31
NNC(=O)/C(=C\c1ccccc1)NC(=O)c1ccccc1 | -0.7

Shown field by field: part of the list above
SMILES: COCCOC(=O)C1=C(C)Nc2nc3ccccc3n2C1c1ccc(F)cc1 (stereo not drawn)
  Dicer inh: -0.77

SMILES: COC(=O)CSc1nnc(-c2ccc(N(C)C)cc2)o1
  Dicer inh: -1.25

SMILES: CCCN1C(=O)C(O)(CC(=O)c2ccc(OCC)cc2)c2cc(Br)ccc21 (stereo not drawn)
  Dicer inh: 0.91

SMILES: CSc1ccc(-c2ncnn2-c2cccc(Cl)c2C)cc1
  Dicer inh: 1.64

Additional results.
SMILES | Dicer inh
CCOc1ccc2nc(SCCN3CCCCC3)[nH]c2c1 | -0.56
Cc1cc(Sc2ncnc3cc(-c4ccc(F)cc4)sc23)c(C)cc1Cl | 0.15
CCOC(=O)C1=NNC2C(=O)N(c3cccc(Cl)c3)C(=O)C12 (stereo not drawn) | 0.89
COc1cc2c(cc1OC)C(c1ccc(F)cc1)CC(=O)N2 (stereo not drawn) | 0.86
O=C(Nc1cccc(Cl)c1)C1Sc2nnc(-c3ccccc3)n2NC1c1ccccc1 (stereo not drawn) | -1.04
CC1(C)CC(=O)c2c(nc(SCC(=O)NCc3ccc4c(c3)OCO4)c(C#N)c2-c2ccccc2)C1 | -1.13
CCOc1ccc(OCC)c2sc(C)nc12 | 3.2*
Nc1nc(-c2ccc(-n3cccc3)cc2)cc(C(F)(F)F)n1 | 1.42
COc1ccc(OC2C(=O)N(Cc3ccc4c(c3)OCO4)C2c2cccs2)cc1 (stereo not drawn) | 0.58
Cc1ccc(Cn2ncc(Br)c2/C=N/NC(=S)NC(C)(C)C)cc1 | -0.09
CC(C)OC(=O)CSc1n[nH]c(=O)[nH]c1=O | 4.31
CCCCN(C(C)(C)C)S(=O)(=O)c1ccc(C)cc1 | -0.36
COCCCNc1nc(=O)[nH]nc1C | 1.03
COC(=O)c1ccc(S(=O)(=O)NNc2c(Cl)cncc2Cl)n1C | -1.7
CC(O)Cn1c(N(Cc2ccccc2)Cc2ccccc2)nc2c1c(=O)n(C)c(=O)n2C (stereo not drawn) | -0.96
Cc1cccc(Cl)c1NC(=O)N1CCN(c2ccnc3cc(Cl)ccc23)CC1 | -0.26
Cc1nn(CCC#N)c(C)c1Cc1c(Cl)cccc1Cl | -0.91
CN(C)c1ccc(C2N3CC4(C)CN2CC(C)(C3)C4O)cc1 (stereo not drawn) | -1.39
O=C1C(c2ccccc2)=C(c2ccccc2)c2ccccc21 | -0.62
Cc1c2n(c3ccccc13)CC/C2=N/OC(=O)Nc1ccc(Cl)cc1Cl | 1.88
COc1ccc(OCC(O)Cn2ccnc2C)cc1 (stereo not drawn) | -0.5
CCOC(=O)c1nnc2c(-c3ccc(OC)cc3)c(C)nn2c1N | 0.02
CC(C)(C)OC(=O)NC1CCN(c2ncc(C(F)(F)F)cc2Cl)CC1 | -1.11
O=C1CC(c2ccccc2)Cc2nc(N3CCc4ccccc4C3)ncc21 (stereo not drawn) | -0.32
CCCCCN(CCCOC)C(=O)C(CCC(=O)O)NC(=O)c1ccc(Cl)c(Cl)c1 (stereo not drawn) | 0.86

Fetched by structure from above (seven):
SMILES | Dicer inh
CN(C)c1ccc(C2N3CC4(C)CN2CC(C)(C3)C4O)cc1 (stereo not drawn) | -1.39
Cc1c2n(c3ccccc13)CC/C2=N/OC(=O)Nc1ccc(Cl)cc1Cl | 1.88
Cc1nn(CCC#N)c(C)c1Cc1c(Cl)cccc1Cl | -0.91
COc1cc2c(cc1OC)C(c1ccc(F)cc1)CC(=O)N2 (stereo not drawn) | 0.86
COc1ccc(OC2C(=O)N(Cc3ccc4c(c3)OCO4)C2c2cccs2)cc1 (stereo not drawn) | 0.58
CCCCN(C(C)(C)C)S(=O)(=O)c1ccc(C)cc1 | -0.36
CC(O)Cn1c(N(Cc2ccccc2)Cc2ccccc2)nc2c1c(=O)n(C)c(=O)n2C (stereo not drawn) | -0.96

Other structures.
SMILES | Dicer inh
CC(C)=NOC(=O)Nc1ccc(C(F)(F)F)cc1 | 0.35
Cc1[nH]cnc1CSCCNC(=O)Nc1cccc(Cl)c1 | 2.63
CC(C)c1nnc(NCC(C)(C)C)s1 | -0.25
CCCCc1c(O)nc(SCC(=O)NCC2CCCO2)[nH]c1=O (stereo not drawn) | 1.74
O=S(=O)(NCc1nc2ccccc2[nH]1)c1ccccc1 | -1.34
Cc1csc(-c2sc3ccccc3c2O)n1 | 0.56
Cn1nc(C(F)(F)F)c(-c2ccc(Br)cc2)c1NC(=O)c1ccccc1 | 1.61
Cc1cc(NC(=O)CC(CC(=O)O)c2ccccc2)n(C)n1 (stereo not drawn) | -1.02
c1ccc(CN2CCC(Nc3ncnc4sccc34)CC2)cc1 | 0.02
Cc1cc2oc(=O)cc(O)c2cc1C | 0.66
Cc1cc(NC(=O)Nc2cnccc2C(F)(F)F)no1 | -0.96
COc1ccc(-c2csc3nc(-c4ccc(F)cc4)oc(=O)c23)cc1OC | 2.42
Cc1ccc(C2CC(=O)C(C)C(c3ccc(C)cc3)N2)cc1 (stereo not drawn) | 1.92
N#Cc1cn(Cc2ccccc2)c2ccccc12 | 0.04
Cc1nc(N)nc(N/N=C/c2c(F)cccc2Cl)n1 | -0.39
Cc1ccc(CSc2n[nH]c(=O)n2-c2cccc(Cl)c2)cc1 | -0.52
CCCc1[nH]nc2c1C(c1c(F)cccc1Cl)C(C#N)=C(N)O2 (stereo not drawn) | 0.36
Cc1cc(C)c2c(c1)-c1cc(C)nn1C(c1ccc(O)cc1)N2 (stereo not drawn) | 2.1
Cc1cc(Br)ccc1NC(=O)C1Sc2nnc(C)n2NC1c1ccc(Cl)cc1 (stereo not drawn) | 2.54
CC(C)c1ncc(S(=O)(=O)c2ccc(C(F)(F)F)cn2)c(N)n1 | -1.57
CC(C)(C)C(=O)C(C#N)=C1SCCS1 | -0.76
Cc1cc2n(n1)C(c1ccccc1O)Nc1c(C)cccc1-2 (stereo not drawn) | 5.17*
O=C1NS(=O)(=O)c2ccc(Cl)cc2Sc2ccccc21 | 0.03
O=C(O)CCC(=O)NCCC1=CCCCC1 | 0.69
O=C(c1ccc(Br)cc1)C(C(=O)N1CCCCC1)n1ccccc1=O (stereo not drawn) | 3.31*
(next part)
SMILES | Dicer inh
N#CC(C#N)=NNc1cc(-c2ccccc2)[nH]n1 | -1.69
Cc1ccc2[nH]c(-c3ccccc3)c(CN3CCCC3)c(=O)c2c1 | 0.54
COc1cccc(C2C(C(=O)OC3CCCCC3)=C(C)NC3=C2C(=O)CC(C)(C)C3)c1OC (stereo not drawn) | -0.81
Nc1nonc1C(=O)NCCNC(=O)c1ccccc1Br | 0.15
Cn1cc(Br)c(-c2cccc(NS(=O)(=O)c3ccc(Cl)cc3)c2)n1 | 0.02
CCCCC1(O)CC(c2ccc(OC)cc2)NC(c2ccc(OC)cc2)C1C (stereo not drawn) | 3.23*
C#CCSc1ncc(C(=O)O)c(C(OC)OC)n1 | 13.5
CC(C)NC(=O)Oc1noc2cc(Cl)ccc12 | -0.39
Cc1ccc(-n2nc(C(=O)O)c(C)c(C#N)c2=O)cc1 | 0.03
O=C(Nc1ccc(OCc2ccccc2)cc1)N1CCCc2ccccc21 | 2.06
CCOc1cc(C(Nc2cc(C)ccn2)c2ccc3cccnc3c2O)ccc1O (stereo not drawn) | 14*
Cc1cc(NNC(=O)Nc2cccc(Cl)c2)nc2c1c(C)nn2C | 0.59
COC(=O)c1cc(C)nc(Sc2ccccc2NC(=O)c2ccc(OC)cc2)n1 | -2.02
CCC1CCCCN1Cc1c(C)[nH]c2ccc(C)cc2c1=O (stereo not drawn) | 1.65
Cc1nnc(NC(=O)Oc2ccccc2)s1 | -1
NC(=O)CSc1nnc2scc(-c3ccc(Cl)cc3)n12 | -0.56
Fc1ccc(-c2cc3ncc4c(n3n2)-c2cc(Cl)ccc2OC4)cc1 | -1.18
O=C(CC(Sc1ccccc1C(=O)O)c1ccc(F)cc1)c1ccc(F)cc1 (stereo not drawn) | -5.79
Cc1ccccc1-n1c(-c2cccnc2)noc1=O | -0.51
CCCOC(NC(=O)CC)(C(F)(F)F)C(F)(F)F | -2.04
COc1cccc(Nc2cc(C)nc3ncnn23)c1 | 7.38
CC1(C)C2CC[C@](C)(C2)C1NS(=O)(=O)c1ccc(F)cc1 (stereo partly drawn) | -3.42
O=C(CSc1ccccn1)c1ccc(Cl)cc1 | -1.78
COc1ccc(OS(=O)(=O)c2sc3ccc(Cl)cc3c2C)cc1 | -0.64
Cc1nc(C(C)(C)C)[nH]c(=O)c1Cl | -0.81
The results go on.
SMILES | Dicer inh
CC(C)NC(=S)N/N=C/c1ccco1 | 1.2
O=C1Cc2cc(CCN3CCN(c4nsc5ccccc45)CC3)c(Cl)cc2N1 | 0.13&-0.88
CSc1c(C#N)c(-c2cccs2)nn1C(=O)C(C)(C)C | -2.62
O=C(c1ccccc1)c1cccc(N=Cc2c(O)[nH]c(=O)[nH]c2=O)c1 | -0.79
O=C(CCSc1nc(-c2ccco2)cc(C(F)(F)F)n1)NCc1ccncc1 | -1.94
CN1C(C(=O)Nc2ccccn2)=C(O)c2ccccc2S1(=O)=O | 1.23
CN(C)CC(=O)c1c[nH]c2ccccc12 | 1.58
CNS(=O)(=O)c1ccccc1Sc1cccc2cccc(C(=O)O)c12 | -2.16
c1coc(CNc2nc[n+]3c4c2ncn4CC3)c1 | -0.24
O=C(NCCO)N1c2ccccc2Sc2ccccc21 | 0.06
O=C(O)CCCC(=O)N1CCCC1 | 0.95
O=S(=O)(Nc1ccc(N2CCCCC2)cc1)c1cc(S(=O)(=O)c2ccccc2)cs1 | 5.31*
Cc1cc2c(cc1C)CSC(c1ccc(Cl)c(Cl)c1)SC2 | 0.57
CCOC(=O)C1=C(C)NC2=C(C(=O)CCC2)C1c1ccc(O)c(OCC)c1 (stereo not drawn) | -1.76
Cc1nn2c(C(F)(F)F)cc(-c3cccnc3)nc2c1-c1ccc(Cl)cc1 | -0.72
Cc1ccc(S(=O)(=O)NC(=O)N(C)C2CCCCC2)cc1 | 0.26
COc1ccc(OC)c(CN2CCN(Cc3ccncc3)CC2)c1 | 13.3
Cc1cc(C)c2c(c1C#N)CC(C)(C)C2=O | 0.1
Cc1ccc2[nH]c3nc(SCC(C)C)nnc3c2c1 | -0.14
CCc1cc(Cl)c(OC)c(C(=O)NC[C@@H]2CCCN2CC)c1O | -0.49
Nc1nc2c(s1)CCc1ccccc1-2 | -1.17
O=C(O)c1ccccc1NS(=O)(=O)c1ccc2c3c(cccc13)C(=O)S2 | -0.85
Cn1c(NCc2ccc3c(c2)OCO3)nc2c1c(=O)n(Cc1ccccc1F)c(=O)n2C | -2
Cc1cc(C)c2c(n1)sc1c(=O)n(Cc3ccccc3Cl)cnc12 | -0.79
ONC=Nc1ccc2nnc(-c3ccccc3)n2n1 | 1.46
Next part
SMILES | Dicer inh
O=C(O)Cc1c(-c2ccccc2)c2cc(Cl)ccc2[nH]c1=O | -1.71
CC1(C)S[C@@H]2[C@H](NC(=O)COc3ccccc3)C(=O)N2C1C(=O)O (stereo partly drawn) (tested in a mixture with another compound) | -0.17
CCOC(=O)/C(N=Nc1ccc(F)cc1F)=C(\C)O | 0.61
CCOC(=O)CSC(=Nc1ccccc1)C(C#N)c1nc2ccccc2[nH]1 (stereo not drawn) | -1.5
Cc1ccc(-n2c(-c3nn(-c4ccccc4)nc3C)n[nH]c2=S)cc1C | -0.52
CC(C)(C)OC(=O)N1CCCN(S(=O)(=O)c2ccc(N3C(=O)CC4(CCCC4)C3=O)c(Cl)c2)CC1 | -1.3
CCCCc1nc(-c2ccc(-c3ccc(C)cc3)nc2OC)no1 | -0.22
c1nc(Nc2ccc3c(c2)OCO3)c2[nH]cnc2n1 | -2.24
